Screens: PubChem, several laboratories
Y pestis TopoI: Y. pestis Topo-I inhibition via cleavage products. Y. pestis Topo-I cleavage product accumulation, plate reader. activity, % at 10 µM. 360,000 compounds, 0.064% hits; in the data active means activity above about 50%, passing the limit was not always enough; inconclusive means no clear call, values can overlap the other calls; further: inactives centre near 2
TcdB inh: TcdB glycohydrolase inhibition. 350,000 compounds, 0.24% hits. P18177. TcdB glycohydrolase enzymatic assay, plate reader. inhibition, % at 9.99 µM; in the data active means inhibition above about 10%
Target sequence (P18177 whole entry, looked up): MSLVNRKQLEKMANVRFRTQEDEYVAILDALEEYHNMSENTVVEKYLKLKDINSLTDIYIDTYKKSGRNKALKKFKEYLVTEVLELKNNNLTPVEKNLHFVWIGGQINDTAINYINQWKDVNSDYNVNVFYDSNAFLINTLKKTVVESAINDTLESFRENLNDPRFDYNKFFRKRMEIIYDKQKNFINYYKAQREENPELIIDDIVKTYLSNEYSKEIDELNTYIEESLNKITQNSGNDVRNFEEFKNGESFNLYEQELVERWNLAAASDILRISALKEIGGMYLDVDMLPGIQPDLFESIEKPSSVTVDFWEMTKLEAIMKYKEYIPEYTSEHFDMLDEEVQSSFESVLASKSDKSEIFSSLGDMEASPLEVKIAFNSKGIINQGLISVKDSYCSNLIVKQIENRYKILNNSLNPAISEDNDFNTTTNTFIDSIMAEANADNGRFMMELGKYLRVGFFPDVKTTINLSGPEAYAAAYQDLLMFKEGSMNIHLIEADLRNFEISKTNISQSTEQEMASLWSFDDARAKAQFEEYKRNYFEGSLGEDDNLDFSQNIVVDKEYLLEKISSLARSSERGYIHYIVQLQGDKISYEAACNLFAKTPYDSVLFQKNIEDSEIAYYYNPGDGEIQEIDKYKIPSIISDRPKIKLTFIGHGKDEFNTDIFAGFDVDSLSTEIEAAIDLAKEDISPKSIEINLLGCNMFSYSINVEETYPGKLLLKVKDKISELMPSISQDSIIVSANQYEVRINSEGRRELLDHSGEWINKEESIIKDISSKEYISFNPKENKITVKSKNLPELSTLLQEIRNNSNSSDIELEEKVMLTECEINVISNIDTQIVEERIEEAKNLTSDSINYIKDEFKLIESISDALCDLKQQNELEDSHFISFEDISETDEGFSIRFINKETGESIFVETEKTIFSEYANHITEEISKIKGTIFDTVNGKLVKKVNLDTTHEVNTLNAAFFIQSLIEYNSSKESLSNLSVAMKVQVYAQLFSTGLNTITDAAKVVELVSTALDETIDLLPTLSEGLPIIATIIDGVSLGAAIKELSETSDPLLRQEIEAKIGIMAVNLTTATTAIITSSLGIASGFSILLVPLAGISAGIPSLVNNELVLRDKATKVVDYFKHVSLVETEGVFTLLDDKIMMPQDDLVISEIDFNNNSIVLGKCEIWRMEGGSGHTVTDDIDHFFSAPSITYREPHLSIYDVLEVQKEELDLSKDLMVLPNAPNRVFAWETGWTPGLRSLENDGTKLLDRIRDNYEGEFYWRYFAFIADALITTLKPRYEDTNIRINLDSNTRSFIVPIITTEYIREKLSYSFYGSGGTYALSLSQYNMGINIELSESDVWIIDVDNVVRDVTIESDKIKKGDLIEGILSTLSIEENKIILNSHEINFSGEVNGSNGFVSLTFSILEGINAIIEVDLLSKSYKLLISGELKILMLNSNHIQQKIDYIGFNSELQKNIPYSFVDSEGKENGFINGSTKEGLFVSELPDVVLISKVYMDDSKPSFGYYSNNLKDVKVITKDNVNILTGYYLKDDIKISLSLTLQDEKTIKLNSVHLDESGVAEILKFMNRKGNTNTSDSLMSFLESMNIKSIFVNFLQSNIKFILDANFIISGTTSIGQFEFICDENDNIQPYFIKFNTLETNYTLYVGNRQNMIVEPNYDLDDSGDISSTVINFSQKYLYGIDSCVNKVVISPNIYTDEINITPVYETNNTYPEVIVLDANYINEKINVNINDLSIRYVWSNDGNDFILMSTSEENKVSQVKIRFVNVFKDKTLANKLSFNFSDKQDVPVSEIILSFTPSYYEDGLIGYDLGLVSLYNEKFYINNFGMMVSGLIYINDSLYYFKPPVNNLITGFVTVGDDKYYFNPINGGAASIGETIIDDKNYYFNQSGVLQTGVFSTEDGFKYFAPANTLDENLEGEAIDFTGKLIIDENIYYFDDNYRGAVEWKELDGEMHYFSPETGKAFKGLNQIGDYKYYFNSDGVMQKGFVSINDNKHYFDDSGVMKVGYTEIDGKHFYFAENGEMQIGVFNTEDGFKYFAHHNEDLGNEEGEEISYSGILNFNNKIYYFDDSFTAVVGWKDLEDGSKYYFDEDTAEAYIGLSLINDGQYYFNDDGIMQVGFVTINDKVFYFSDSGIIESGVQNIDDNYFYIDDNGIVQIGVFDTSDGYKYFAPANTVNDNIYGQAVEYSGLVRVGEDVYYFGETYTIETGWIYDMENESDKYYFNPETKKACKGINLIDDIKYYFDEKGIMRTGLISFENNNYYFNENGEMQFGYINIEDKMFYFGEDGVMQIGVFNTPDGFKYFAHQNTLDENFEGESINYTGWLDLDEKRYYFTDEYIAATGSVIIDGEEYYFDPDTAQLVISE
BoNT A protease: BoNT A light chain protease inhibition. multiplex microsphere protease substrate cleavage, flow cytometry. inhibition, % at 10 µM. 360,000 compounds, 0.17% hits; further: plate controls were buffer without enzyme for full effect and enzyme alone for no effect
Anthrax LF inh2: blocks Bacillus anthracis lethal factor protease | P15917 | multiplex microsphere protease cleavage assay, LF | 360,000 compounds, 0.12% hits | AID 588501 | inhibition, % at 10 µM; further: plate controls were buffer without enzyme for full effect and enzyme alone for no effect
PrPC TRFRET: inhibitors of human cell surface prion protein PrPC | inhibition, % at 13.8 µM | 370,000 compounds, 0.43% hits | TR-FRET read-out | P04156; in the data active means inhibition above about 24%; further: 0% = median of the test wells and 100% = reference compound wells
PfHsp40 rescue: restores yeast growth despite PfHsp40 toxicity | AID 504582 | growth rescue, % at 12.5 µM | 340,000 compounds, 0.68% hits | S. cerevisiae expressing PfHsp40, growth rescue, ATP luminescence; in the data active means growth rescue above about 28%, passing the limit was not always enough; inconclusive means no clear call, values can overlap the other calls;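 further: yeast W303a lacking pdr1 and pdr3 grown in galactose medium; growth measured after three days at 30 °C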
BoNT-F LC inh: inhibitors of Botulinum neurotoxin F light chain protease. Multiplex microsphere protease cleavage assay, flow cytometry. inhibition, % at 10 µM. 360,000 compounds, 0.22% hits. AID 588497; in the data active means inhibition above about 35%, passing the limit was not always enough; inconclusive means no clear call, values can overlap the other calls; further: plate controls were buffer without enzyme for full effect and enzyme alone for no effect
CCHFV vOTU inh: CCHFV vOTU protease inhibition; 370,000 compounds, 0.55% hits; Pep-AMC fluorescence; inhibition, % at 11.5 µM; AID 651958; in the data active means inhibition above about 30%; further: 0% = vehicle wells with enzyme and 100% = no enzyme wells
FadD28 FP inh: M. tuberculosis FadD28 bisubstrate binding inhibition; FadD28 bisubstrate probe binding, fluorescence polarization; AID 588549; inhibition, % at 12.5 µM; 360,000 compounds, 0.22% hits; in the data active means inhibition above about 8.5%, passing the limit was not always enough; inconclusive means no clear call, values can overlap the other calls
* marks the source's active call; other numbers are inactive results; u = inconclusive; x = not tested or not shown. Unless noted, no stated cut-off is given here; in the data, active means inhibition above about 30%; inconclusive means no clear call, values can overlap the other calls; inactive means below that. Rows were taken by chance; 2.3% or so of the library scored in one or more.

SMILES | Y pestis TopoI | TcdB inh | BoNT A protease | Anthrax LF inh2 | PrPC TRFRET | PfHsp40 rescue | BoNT-F LC inh | CCHFV vOTU inh | FadD28 FP inh
C[C@@H]1CN(Cc2nc(-c3cccs3)no2)C[C@H](C)O1 | 9 | 1.1 | -0.6 | -3 | -2 | -2.1 | -2 | 2 | -1.4
Cc1cccc(OCCCC(=O)Nc2ccccc2C(F)(F)F)c1 | 1 | -0.4 | 0.1 | -1 | 1 | 0.6 | -4 | 20 | -3.3
Cc1cc(C)cc(OCCNC(=O)C(C)N2C(=O)c3ccccc3C2=O)c1 (stereo not drawn) | 0 | 1.1 | -1.1 | 0 | -2 | 0.9 | -4 | -17 | -0.9
CC(=O)c1cccc(-c2ccnc3c2CC(C(=O)NCc2ccccc2)O3)c1 (stereo not drawn) | -1 | 10* | -0.2 | -8 | 3 | x | -2 | 3 | -2.0
Cc1ccc(C(=O)N/C(=C\c2cccs2)C(=O)NCCCn2ccnc2)cc1C | 5 | x | 0.1 | -5 | -12 | 0.3 | 0 | 8 | -1.1
CC(=O)N1CCCc2cc(S(=O)(=O)N(CC(C)C)CC(C)C)ccc21 | 36 | 0.1 | -0.7 | -3 | 6 | 0.2 | 22 | 10 | -1.0
Cc1nn(CC(=O)N(C)c2c(N)n(Cc3ccccc3)c(=O)[nH]c2=O)c(C)c1[N+](=O)[O-] | 2 | 0.8 | 0.5 | -6 | 3 | 0.1 | -4 | 4 | -1.8
O=C(Nc1nnc(SCc2ccccc2F)s1)C1=COCCO1 | 4 | 0.1 | 3.6 | -2 | 3 | 1.4 | 7 | -6 | -4.1
O=S1(=O)CC(N2CCCCC2)CN1Cc1cn(Cc2ccc(Cl)cc2)nn1 (stereo not drawn) | x | 0.2 | 0.0 | -2 | 2 | x | 0 | -3 | x
CCOC(=O)/C=C/S(=O)(=O)c1ccc(NC(C)=O)cc1 | 13 | x | 0.8 | -2 | 89* | -1.6 | 3 | 2 | -1.0
COc1cc(OC)cc(-c2c(-c3ccc(F)cc3)c3cc(-c4ccc(SC)cc4)ccc3n2C)c1 | 3 | -0.3 | -0.3 | -4 | 2 | -0.5 | -7 | -1 | -1.0
O=C(Nc1ccnn1C1CCN(C(=O)c2cnsn2)CC1)c1cccc(F)c1 | 2 | 1.1 | 2.2 | -6 | 2 | -1.1 | -12 | 16 | 1.3
CSc1ccc(C2N=C(c3ccccc3)NO2)cc1 (stereo not drawn) | -3 | x | -1.5 | -6 | x | 2.0 | -8 | x | 0.2
CCN(CC)S(=O)(=O)c1cc(Cl)ccc1OC | 13 | 0.5 | -1.3 | -1 | 8 | 0.0 | -6 | -3 | -3.6
CC[C@]12c3[nH]c4cc(-c5ccco5)ccc4c3CCN1C(=O)[C@@H](CC(=O)NCCCN(C)C)C[C@@H]2C(=O)N1CCN(C(=O)C2CC2)CC1 | -22 | 1.3 | -0.1 | -7 | -7 | -0.1 | -8 | -21 | -2.4
NCC(=O)Nc1ccc(Br)cc1 | -1 | 1.8 | -0.6 | -5 | 8 | -0.9 | -1 | 4 | -4.5
COCCNC(=O)NC(=O)CSc1nc(C)c(C)c(C)n1 | 5 | -0.6 | 0.2 | 5 | 6 | 0.7 | 0 | 6 | -4.2
CCOc1ccc(CCNC(=O)CN2C(=O)NC3(CCc4ccccc43)C2=O)cc1OCC (stereo not drawn) | -4 | 0.6 | -7.4 | -4 | -5 | 1.0 | -8 | -9 | -4.6
CN(Cc1ccccc1)Cc1ccccc1C(O)c1ccccc1 (stereo not drawn) | 43 | -0.1 | -1.1 | 0 | 7 | -0.6 | -3 | 6 | -1.1
O=c1c2cc(NC(=S)NC3CC3)ccc2nc2n1CCCCC2 | 5 | 0.2 | 0.8 | -4 | 6 | -1.4 | 0 | 2 | 2.0
COc1ccc(Cl)cc1NC(=O)CSc1nc(=O)n(CCN(C)C)c2c1CCCC2 | 5 | -1.8 | -2.1 | -6 | -5 | -0.6 | -1 | 12 | -0.3
Cc1cccc(NC(=O)C(=O)C2C(=O)Nc3ccccc32)c1 (stereo not drawn) | 11 | 1.3 | -1.1 | 1 | 6 | 1.8 | 16 | 4 | 0.0
C/C(=N\NC(=O)c1ccc(Cl)cc1)c1ccc(N2CCOCC2)cc1 | 0 | -1.0 | -0.2 | -1 | 10 | -0.8 | -9 | -2 | -1.0
CC1CCN(C(=S)NC(=O)c2ccc(F)cc2)CC1 | 3 | 0.7 | -0.6 | 0 | 0 | -0.4 | -2 | 6 | -3.7

In the list so far, 2 contain an NH in an aromatic ring:
SMILES | Y pestis TopoI | TcdB inh | BoNT A protease | Anthrax LF inh2 | PrPC TRFRET | PfHsp40 rescue | BoNT-F LC inh | CCHFV vOTU inh | FadD28 FP inh
Cc1nn(CC(=O)N(C)c2c(N)n(Cc3ccccc3)c(=O)[nH]c2=O)c(C)c1[N+](=O)[O-] | 2 | 0.8 | 0.5 | -6 | 3 | 0.1 | -4 | 4 | -1.8
CC[C@]12c3[nH]c4cc(-c5ccco5)ccc4c3CCN1C(=O)[C@@H](CC(=O)NCCCN(C)C)C[C@@H]2C(=O)N1CCN(C(=O)C2CC2)CC1 | -22 | 1.3 | -0.1 | -7 | -7 | -0.1 | -8 | -21 | -2.4

More compounds:
SMILES | Y pestis TopoI | TcdB inh | BoNT A protease | Anthrax LF inh2 | PrPC TRFRET | PfHsp40 rescue | BoNT-F LC inh | CCHFV vOTU inh | FadD28 FP inh
CC1(C(=O)Nc2ccc3[nH]ncc3c2)CCN1C(=O)CC(c1ccccc1)c1ccccc1 (stereo not drawn) | 1 | 0.7 | 0.2 | 2 | 1 | x | 2 | -6 | -0.6
Clc1ccc(Cn2cc(/C=N/n3cnnc3)c3ccccc32)cc1 | 18 | x | -1.1 | 1 | -2 | -0.8 | -42 | 13 | -6.1
CN(C)c1ccc(/C=N/NC(=O)C(O)c2ccc(Br)cc2)cc1 (stereo not drawn) | 4 | 0.4 | -0.7 | -7 | 8 | 3.2 | 0 | -23 | -0.4
CC(=O)Nc1nc(C)nc(-c2ccccc2)c1C(C)=O | 8 | x | 1.2 | -2 | 0 | 1.7 | 14 | 5 | -4.1
CSc1ncc(Cl)c(C(=O)Nc2cc(C)ccc2C)n1 | 0 | -1.8 | -3.9 | -4 | 0 | -3.2 | -14 | 7 | -0.1
Nc1ccc(-c2nc3ncccc3o2)cc1 | -2 | 0.1 | -0.9 | -2 | 14 | 0.5 | -3 | -345 | -0.8
COc1ccc(OC)c(NC(=O)COC(=O)C2CCC2)c1 | -2 | -0.8 | 1.5 | 12 | 4 | -2.0 | 3 | -2 | 0.4
Cc1ccc(C(=O)O)cc1S(=O)(=O)Nc1ccccc1C(=O)NC1CC1 | -8 | 1.6 | -3.0 | 2 | -5 | 0.8 | -14 | 14 | -4.2
O=C(CCN1C(=O)C2CC=C(Cl)CC2C1=O)NC1CCCCC1 (stereo not drawn) | 6 | x | 0.9 | -1 | -8 | -0.3 | 3 | 4 | -0.2
CCOC(=O)C1(CCOc2ccccc2)CCN(Cc2ccc(OCC)c(CO)c2)CC1 | 1 | 0.0 | -2.4 | -6 | -3 | 0.9 | u | 7 | -6.4
Cc1nn(CC(=O)Nc2ccc3c(c2)OCO3)c(C)c1Cl | -11 | -3.1 | 1.6 | 0 | 3 | 0.4 | 0 | 5 | -0.9
CCOc1ccc(N=CNc2ccc(OCC)cc2)cc1 | 4 | -0.1 | 1.1 | -18 | 2 | -0.2 | u | -10 | -1.9
Cc1ccc(N(CC(=O)NC2CCCCC2)C(=O)CNC(=O)c2cccs2)cc1 | 3 | -7.2 | -35 | -41 | -4 | -0.7 | -63 | 10 | -1.0
CC1(C(=O)Nc2ccc(F)c(Cl)c2)Cc2c(-c3cccc(C(N)=O)c3)ccnc2O1 (stereo not drawn) | -2 | 0.9 | 0.0 | -5 | -6 | x | -3 | -3 | -1.7
CCCN1CN(c2ccccc2)C(=S)N(c2ccccc2)C1 | 8 | 0.8 | 1.2 | -8 | 9 | -0.6 | u | -7 | -2.2
Clc1ccc(N2CCN(Cc3ccc(Br)o3)CC2)cc1 | 14 | 0.2 | -1.2 | 0 | 8 | u | u | 2 | 2.5
CCN(C[C@H]1N[C@@](C)(C(=O)OC)[C@H]2C(=O)N(Cc3ccccc3)C(=O)[C@@H]12)S(=O)(=O)c1ccc(C(C)(C)C)cc1 | 23 | -6.6 | -0.3 | -3 | -2 | 2.5 | -2 | 27 | -2.2
O=C(O)c1ccc(N=Cc2nc(-c3ccco3)oc2O)cc1 | 10 | -1.1 | 0.2 | -3 | -9 | 0.6 | -4 | 12 | 0.4
COc1ccccc1NS(=O)(=O)c1ccc2c(c1)n(C)c(=O)n2C | 1 | 2.3 | -0.7 | -3 | 12 | -1.0 | -5 | -6 | -0.2
Cc1cccc2[nH]c(CN(C)C(=O)C3CCC(=O)N(CCc4ccccc4)C3)nc12 (stereo not drawn) | 9 | -2.3 | 0.9 | 0 | 1 | -1.0 | -5 | -10 | -3.5
Cc1cccc(NC(=S)NN2CCN(C)CC2)c1 | -8 | x | 0.5 | 1 | -3 | -1.7 | 6 | 1 | -0.8
Cc1ccsc1-c1cc(C(=O)O)c2c(ccc3ccccc32)n1 | 4 | 3.1 | 4.1 | -8 | 0 | -1.3 | u | -92 | -5.8
COC(=O)c1[nH]c2cc(OC)c(OC)cc2c1NC(=O)CN1C[C@H]2C[C@@H](C1)c1cccc(=O)n1C2 | 5 | 1.8 | -0.2 | -8 | 5 | 0.0 | -1 | -29 | -2.3
COC(=O)c1ccc(C(=O)OC)c(NC(=O)CN(C)Cc2ccccc2)c1 | 34 | 0.9 | 0.2 | 0 | 11 | -1.4 | -4 | 5 | -1.5
Cc1cccc(/C=N/NC(=O)c2cc(C3CC3)nc3ccccc23)n1 | -1 | 2.2 | 0.1 | 0 | 0 | 0.7 | -4 | 5 | -3.1
Cc1c(C(=O)N2CCOCC2)oc2ccc(S(=O)(=O)N3CCCC3)cc12 | -9 | x | -0.8 | -8 | 0 | 0.5 | -10 | -9 | -2.5
CCc1ccc(CNC(=O)Cc2ccc(NC(=O)C3=C(C)OCCS3)cc2)cc1 | 27 | 0.8 | -0.4 | -6 | 11 | -0.6 | -4 | 14 | 0.3
COc1ccc(C(C(=O)NC2CCCC2)N(C(=O)c2snc(-c3ccc(F)cc3)c2N)c2cccc(F)c2)cc1 (stereo not drawn) | 1 | x | -1.5 | -2 | 4 | 0.1 | -1 | 0 | -0.2
CCOC(=O)C1CCN(c2c(N3CCCCCC3)c(=O)c2=O)CC1 | 6 | 0.1 | 0.1 | -8 | -7 | 1.4 | -2 | -1 | -2.4
COc1cccc(-n2nnnc2SCC(=O)Nc2ccc3c(c2)OCCO3)c1 | 3 | x | 0.7 | 1 | 3 | 0.4 | 12 | 11 | -4.8
O=C(NCCOc1ccccc1F)c1cccc(S(=O)(=O)N2CCN(c3ccccc3)CC2)c1 | 41 | 0.5 | x | x | 2 | 2.5 | x | 1 | -2.0
Cc1cc2occ(CC(=O)N(C)CC(=O)Nc3ccccc3Cl)c2cc1C | 21 | 1.9 | 2.0 | -7 | -1 | 0.1 | 1 | 18 | -2.1
Cc1ccc(NC(=O)C2CCCN(c3ncccn3)C2)cc1F (stereo not drawn) | 6 | x | 0.8 | -9 | 4 | -0.9 | 3 | -6 | -1.4
COc1ccc(-c2cccc(-c3nc4ccc(Cl)cn4c3NC3CCCCC3)c2)cc1 | -7 | -1.6 | -0.1 | -8 | 11 | -0.9 | -2 | 3 | -3.9
Cc1ccc(OCC(=O)Nc2ccc(Cl)cc2C(=O)c2ccccc2)cc1 | 11 | x | -2.0 | -2 | -3 | -1.1 | -12 | -15 | 0.7
CC1(C(=O)NC2CCCCC2)CCC(=O)N1CCOc1ccccc1 (stereo not drawn) | x | 0.0 | -0.1 | 2 | -4 | x | 7 | 2 | -1.3
C=C(C)Cn1c(SCC(=O)NCc2ccco2)nc2sc3c(c2c1=O)CCC3 | 4 | x | -0.3 | 0 | 4 | -0.3 | u | 17 | -3.6
CCN1C(=O)Nc2cccc3cccc1c23 | -9 | 0.6 | x | x | -6 | 0.2 | x | -1 | -2.1
CCOc1ccc(C2=CSC3=NCCN23)cc1 | 11 | -0.1 | 2.1 | -5 | -14 | 1.6 | u | 9 | -3.4
